# Bioassay records: PubChem, The Scripps Research Institute Molecular Screening Center
# TEAD-YAP block: TEAD-YAP interaction inhibition, primary screen, TEAD-YAP interaction inhibitor project, luminescence, HEK-TIYL cells; inhibition, % at 9.12 µM; AID 1259422, 2018; 1.4% of 640,000 active; TEAD-Gal4/YAP UAS-luciferase luminescence; in the data active = inhibition above about 32%;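 also: 0% = median of test compound wells and 100% = reference inhibitor wells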
# FBW7 act: FBW7 E3 ligase activators, primary screen, biochemical, AlphaScreen, human | F-box/WD repeat-containing protein 7 (Homo sapiens), Q969H0 | AlphaScreen FBW7–phospho-cyclin E peptide binding, activator screen | normalized activity (activation), % at 26.1 µM | 0.13% of 650,000 active; in the data active = normalized activity above about 1.9%;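 also: purified mutant Fbw7 with reduced substrate affinity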
# GPR151 activ: activators of human GPR151, primary screen, cell-based, PathHunter beta-arrestin, luminescence. PathHunter beta-arrestin GPR151 cells. activation, % at 11.2 µM. 1% of 650,000 active. AID 1508602, 2020; in the data active = activation above about 4.9%;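 also: 0% = median of compound wells and 100% = cells with positive control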
# Target sequence (Q8TDV0 whole entry, looked up): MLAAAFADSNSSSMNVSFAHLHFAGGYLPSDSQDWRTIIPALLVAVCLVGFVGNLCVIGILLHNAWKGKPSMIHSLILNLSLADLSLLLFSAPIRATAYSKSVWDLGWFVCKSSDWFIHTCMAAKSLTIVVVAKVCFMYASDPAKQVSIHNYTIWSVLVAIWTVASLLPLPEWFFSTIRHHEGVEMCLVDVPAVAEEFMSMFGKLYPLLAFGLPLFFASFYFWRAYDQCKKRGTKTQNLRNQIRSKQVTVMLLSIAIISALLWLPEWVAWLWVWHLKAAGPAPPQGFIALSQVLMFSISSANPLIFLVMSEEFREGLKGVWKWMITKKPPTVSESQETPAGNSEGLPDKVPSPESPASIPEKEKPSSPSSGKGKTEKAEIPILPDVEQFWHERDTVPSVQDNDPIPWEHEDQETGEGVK
# MITF primary: MITF inhibitors, primary screen, biochemical, AlphaScreen, human; Microphthalmia-associated transcription factor (Homo sapiens), O75030; AlphaScreen MITF homodimerization, bead proximity signal; inhibition, % at 2.6 µM; 0.91% of 650,000 active; in the data active = inhibition above about 50%;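 also: 0% = vehicle wells with protein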
# Target sequence (O75030 whole entry, looked up): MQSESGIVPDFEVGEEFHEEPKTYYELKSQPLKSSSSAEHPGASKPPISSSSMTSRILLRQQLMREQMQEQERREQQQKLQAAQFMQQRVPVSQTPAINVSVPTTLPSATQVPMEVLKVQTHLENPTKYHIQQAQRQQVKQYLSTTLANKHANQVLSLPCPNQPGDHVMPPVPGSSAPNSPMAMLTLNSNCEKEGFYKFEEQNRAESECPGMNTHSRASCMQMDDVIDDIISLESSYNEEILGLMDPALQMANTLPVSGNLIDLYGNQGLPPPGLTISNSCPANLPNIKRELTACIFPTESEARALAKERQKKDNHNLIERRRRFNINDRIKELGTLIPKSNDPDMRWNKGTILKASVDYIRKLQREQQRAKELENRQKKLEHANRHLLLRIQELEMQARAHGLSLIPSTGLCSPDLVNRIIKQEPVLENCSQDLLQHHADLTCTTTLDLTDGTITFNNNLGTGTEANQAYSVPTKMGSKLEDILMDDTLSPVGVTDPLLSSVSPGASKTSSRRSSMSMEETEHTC
# Numbers without * were called inactive; & = joins results of further samples; ! = not active in a repeat.
Compound,TEAD-YAP block,FBW7 act,GPR151 activ,MITF primary
Cc1ccc(NC(=O)COc2ccccc2)c(NC(=O)c2ccco2)c1,3,0.0,-1.5,14
CCn1c2cc(C)sc2c2cnn(CC(=O)N(C)C)c(=O)c21,-4,0.8,-1.1,11
COC(=O)c1ccc([C@@H]2Nc3c(C)cccc3[C@@H]3C=CC[C@@H]32)cc1,-23,-0.1,0.1,5
COc1ccc(OC)c(C2C(C#N)=C(N)OC(c3ccccc3)=C2C#N)c1 (configuration not stated),-3,-0.1,-0.2,-16
O=C(NC1CCCCC1)C(c1ccncc1)N(C(=O)c1csnn1)c1ccccc1F (configuration not stated),-8,0.1,0.9,-3
N#Cc1c(C(F)(F)F)cc(-c2ccccc2)nc1SCC(=O)Nc1ccc(Cl)cc1C(=O)c1ccccc1,3,-0.1,-1.0,5
CCc1ccc(NC(=O)c2ccco2)cc1,-13,0.0,-3.7,0
CN(Cc1ccccc1Br)C(=O)c1cccc([N+](=O)[O-])c1,-1,0.0,1.9,3
CC1=C(C(N)=O)C(c2ccccc2Cl)NC(=O)N1 (configuration not stated),-3,0.2,0.3,9
CS(=O)(=O)N(CC(=O)N1CCOCC1)c1cccc(Br)c1,-1,0.0,1.5,8
COc1cc(NC(C)=O)c(OC)cc1NC(C)=O,-3,0.0,-0.2,-11
O=[N+]([O-])c1cc(S(=O)(=O)N2CCOCC2)ccc1NC1CCCc2ccccc21 (configuration not stated),0,-0.1,-0.1,0
CC(C)(C)CC(C)(C)NC(=O)c1cnn2c1NC(c1ccco1)CC2C(F)(F)F (configuration not stated),8,0.0,2.5,5
CCOc1ccc(-n2c(CNC(=O)c3cccs3)nnc2SCC(=O)N2N=C(c3cccs3)CC2c2ccc(C)cc2)cc1 (configuration not stated),0,0.2,-1.5,20
COc1ccc(-c2cnn3c(N4CCC[C@H]4CO)ccnc23)cc1OC,-23,-0.4,-0.4,-13
CN1CCN(C(=O)c2ccc(-c3cc(NCc4cccc(C(F)(F)F)c4)ncn3)cc2)CC1,-9,0.1,3.1,13
CC1=C(C(=O)Nc2ccccc2Cl)C(c2ccccc2C)NC(=S)N1 (configuration not stated),4,0.2,0.3,-16
Cc1nc(N2CCCCCC2)c2c3c(sc2n1)CCCC3,0,0.3,-1.0,17
O=C1NC(=O)C(=Cc2cc([N+](=O)[O-])ccc2OC(F)F)C(=O)N1,5,-0.9,-2.1,-3
COc1cc(C)c(C)cc1S(=O)(=O)NCC(c1ccc2c(c1)CCCN2C)N1CCOCC1 (configuration not stated),5,0.0,1.2,-10
C(=C\c1ccc2ccccc2n1)/c1cccnc1,77*,-0.6,-8.4,-30
OCCNc1ccnc(Nc2ccc3ncccc3c2)n1,-62,0.1,1.0,1
CCC(C)Sc1nnc(NC(=O)Cc2ccc(OC)cc2)s1 (configuration not stated),-4,0.0,-0.3,6
CCCn1c2ccccc2c2nnc(SCC(=O)Nc3nnc(CC(=O)OCC)s3)nc21,4,-0.2,-1.8,-12
C/C(=N\NC(=O)CCc1ccccc1)c1ccncc1,-10,-0.1,7.2*,-14
CCCC(CCC(=O)Nc1ccccc1C(=O)O)C(=O)O (configuration not stated),-10,-0.1,0.3,-17
O=C(Cn1nc(-c2cccc(Cl)c2)ccc1=O)Nc1cccnc1,6,0.2,0.0,-2
CCN(C(=O)/C=C/c1ccccc1)C1CCCCC1,-13,0.1,-0.2,12
CC(=O)OCCc1ccc(N2C(=O)c3ccccc3C2=O)cc1,-3,0.1,-0.7,-4
Cc1ccc(Cn2c(C)c(CNCc3ccc(F)cc3)c(C(=O)O)c2C)cc1,4,-0.1,-0.1,4
O=C(O)c1cccc(COc2ccc3ccccc3c2)c1,86*,-0.1,-13,-26
CCOC(=O)N1c2ccccc2Sc2ccccc21,1,0.0,-0.6,-9
COc1ccc(-c2ncn(-c3ccc(Nc4nccc(-c5cc(F)cc(N6CCNCC6)c5)n4)cc3)n2)cn1,-6,0.0,-0.7,-14
O=C(O)CC(NS(=O)(=O)c1ccc2ccccc2c1)C(=O)O (configuration not stated),2,0.3,-0.1,8
Cc1ccc(OCC(=O)Nc2ccc3oc(-c4cccnc4)nc3c2)c(C)c1,-9,-0.1,1.0,11
CN(C)CCNc1nc(C2COc3ccccc3O2)nc2ccc(-c3cn[nH]c3)cc12 (configuration not stated),-9&-11,0.6&0.7,-2.4&0.1,52*!
COc1ccc(CNC(=O)Cn2c3c(c(-c4ccccc4Cl)cc2=O)CCC3)cc1,12,0.1,-0.8,3
CN(C)CCN(C)C(=O)c1cccc(OC2CCN(C3CCSCC3)CC2)c1,-3,0.0,4.0,1
CCN(CC)S(=O)(=O)c1ccc(C(=O)N(CCCN(C)C)c2nc3ccccc3s2)cc1,-7,-0.2,-1.0,2
O=C(NCc1cccnc1)c1cccc(N2CCOCC2)n1,-4,0.0,-0.7,-2
COC(=O)c1ccc(-c2n[nH]c(=O)c3ccccc23)cc1,10,0.0,0.2,20
CNC(=O)/C(C#N)=C/c1cn(CCOc2ccc(C)cc2)c2ccccc12,-12,-0.2,-0.3,-8
Cc1csc(NC(=O)c2ccccc2I)n1,-46,-0.1,-1.8,7
COC(=O)c1sc(S(=O)(=O)NC(C)C(=O)O)c(C(=O)OC)c1C (configuration not stated),-6,-0.1,1.1,-4
COc1ccc2c(c1)CCNC2C(=O)Nc1ccc(-c2cn[nH]c2)cc1F (configuration not stated),-3,0.5,-0.8,17
COc1ccccc1CNC(=O)CCc1c(C)nc2c(-c3ccc(F)cc3)c(C)nn2c1C,12,-0.1,-0.8,-14
N/C(=N\S(=O)(=O)c1ccccc1)c1cccc(Cl)c1,10,0.3,2.0,1
O=C(Nc1nnc(Cc2ccc(Cl)cc2)s1)c1cccs1,-15,0.5,0.7,-1
CC(C)(C)Nc1nc(Cl)nc(Nc2ccc(F)cc2)n1,-31,0.2,1.1,7
CN(CCO)C1=NS(=O)(=O)c2ccccc21,11,-0.2,-0.9,7

# Taken from the listing, 5 compounds:
Compound,TEAD-YAP block,FBW7 act,GPR151 activ,MITF primary
COc1ccccc1CNC(=O)CCc1c(C)nc2c(-c3ccc(F)cc3)c(C)nn2c1C,12,-0.1,-0.8,-14
N/C(=N\S(=O)(=O)c1ccccc1)c1cccc(Cl)c1,10,0.3,2.0,1
O=C(Nc1nnc(Cc2ccc(Cl)cc2)s1)c1cccs1,-15,0.5,0.7,-1
CC(C)(C)Nc1nc(Cl)nc(Nc2ccc(F)cc2)n1,-31,0.2,1.1,7
CN(CCO)C1=NS(=O)(=O)c2ccccc21,11,-0.2,-0.9,7

# New compounds follow:
Compound,TEAD-YAP block,FBW7 act,GPR151 activ,MITF primary
CCOC(=O)c1sc(NC(=O)CSc2nnc(-c3ccc(F)cc3)o2)nc1C,5,0.0,-1.1,7
COc1ccc(-c2cc(C(=O)Nc3cc(Br)ccc3O)no2)cc1OC,-8,-0.1,0.3,1
Cc1onc(-c2c(Cl)cccc2Cl)c1C(=O)Nc1ccc(S(=O)(=O)Nc2nccs2)cc1,1,0.0,-1.0,-6
NC(=O)c1c(NC(=O)c2ccc([N+](=O)[O-])o2)sc2c1CCCC2,7,0.0,-0.3,0
Cc1ccc(S(=O)(=O)N2CCN(c3nnc(C(F)(F)F)s3)CC2)cc1,8,1.0,0.9,12
CCC(Sc1nc(NCc2ccc(Cl)cc2)c2ccccc2n1)C(=O)Nc1ccc2c(c1)OCO2 (configuration not stated),4,0.3,0.5,13
COc1ccc(-c2nc(C)cc(NCCN(C(C)C)C(C)C)n2)cc1,-3,0.0,-0.9,7
CCOc1cc(/C=N/NC(=O)C(O)c2ccccc2)cc(I)c1O (configuration not stated),15,0.1,2.3,10
CCOc1cc(CNc2ccc(N(C)C)cc2)ccc1OCC(=O)NC(C)(C)C,19,-0.3,-0.3,7
O=C(CSc1nc2ncccc2[nH]1)NC1CCCCC1,-4,0.1,-0.4,3
CCOc1nc(Nc2ccc(C3Nc4ccccc4O3)cc2)nc(N2CCOCC2)n1 (configuration not stated),7,0.0,0.0,10
O=C(NC1C2CC3CC(C2)CC1C3)c1ccc(Cl)cc1[N+](=O)[O-] (configuration not stated),-14,0.0,1.6,5
CCn1c(CCNC(=O)Cc2c(F)cccc2Cl)nnc1SC,8,-0.1,0.8,3
COc1cccc(CN2CCN(C(=O)C3CC3)[C@@H](C)C2)c1,-8,0.0,-1.1,62*
Cc1ccc(NC(=O)c2cc3nc(-c4ccc(Br)cc4)cc(C(F)(F)F)n3n2)cc1,-3,0.0,0.5,-1
O=C1NC(=O)C2(CCN(C(=O)c3ccccc3F)CC2)C1c1ccc(F)cc1 (configuration not stated),-4,-0.1,-0.2,-6
CCCNC(=O)c1ccc(Cl)cc1[N+](=O)[O-],-7,0.2,1.1,-10
Cc1ccnc(NC(=O)Nc2ccccc2)c1,-62,0.0,-3.6,14
CCOC(=O)c1c(NC(=O)c2cc([N+](=O)[O-])ccc2N2CCC(C(=O)OCC)CC2)sc2c1CCCC2,14,0.0,-0.2,-5
COc1cccc(CN[C@H]2C[C@H]3C(=O)N[C@@H](Cc4ccc(O)cc4)C(=O)N3C2)c1,-13,-0.1,-0.1,-8
Cn1nc(C(=O)N2CCC(C(N)=O)CC2)c2ccccc2c1=O,-1,0.1,2.0,-7
O=C(N/N=C/c1c[nH]c2ccccc12)C1=NNC(c2ccccc2)(c2ccccc2)C1,5,0.3,2.7,-5
C/C(=N\NC(=O)Cc1cccn1C)c1ccc(F)cc1,2,0.0,-0.9,27
Cc1nn2c(NCCN(C)C)c3c(nc2c1-c1ccc(F)cc1)CCC3,8,-0.1,0.7,4
CCSc1nc2c(c(=O)[nH]c(=O)n2C)n1CCc1ccc(OC)cc1,43*,0.1,0.0,-12

# A different layout for seven compounds above.
# Every second line gives: TEAD-YAP block, FBW7 act, GPR151 activ, MITF primary
> Cc1ccc(S(=O)(=O)N2CCN(c3nnc(C(F)(F)F)s3)CC2)cc1
 : 8, 1.0, 0.9, 12
> CCC(Sc1nc(NCc2ccc(Cl)cc2)c2ccccc2n1)C(=O)Nc1ccc2c(c1)OCO2 (configuration not stated)
 : 4, 0.3, 0.5, 13
> COc1ccc(-c2nc(C)cc(NCCN(C(C)C)C(C)C)n2)cc1
 : -3, 0.0, -0.9, 7
> CCOc1cc(/C=N/NC(=O)C(O)c2ccccc2)cc(I)c1O (configuration not stated)
 : 15, 0.1, 2.3, 10
> CCOc1cc(CNc2ccc(N(C)C)cc2)ccc1OCC(=O)NC(C)(C)C
 : 19, -0.3, -0.3, 7
> O=C(CSc1nc2ncccc2[nH]1)NC1CCCCC1
 : -4, 0.1, -0.4, 3
> CCOc1nc(Nc2ccc(C3Nc4ccccc4O3)cc2)nc(N2CCOCC2)n1 (configuration not stated)
 : 7, 0.0, 0.0, 10

# Entries of single compounds as entered above. Order of values: TEAD-YAP block	FBW7 act	GPR151 activ	MITF primary
# C/C(=N\NC(=O)Cc1cccn1C)c1ccc(F)cc1 in the list: 2	0.0	-0.9	27
# NC(=O)c1c(NC(=O)c2ccc([N+](=O)[O-])o2)sc2c1CCCC2 in the list: 7	0.0	-0.3	0

# Other compounds follow:
Compound,TEAD-YAP block,FBW7 act,GPR151 activ,MITF primary
CN(C)c1cccc(Nc2cc(C(=O)NCc3cccc(C(F)(F)F)c3)c3ccccc3n2)c1,11,0.1,0.1,6
COc1ccccc1C(=O)NNC(=O)c1ccc(Cl)c(Cl)c1,-23,0.2,-0.6,13
COC(=O)c1ccc(Cn2cnc3c(cnn3-c3ccc(C)c(C)c3)c2=O)o1,-6,-0.1,0.4,-9
CCOc1ccc(C2Oc3ccc(Cl)cc3C3CC(c4ccc(OC)cc4)=NN32)cc1 (configuration not stated),-47,0.0,-1.6,2
COc1ccc(C2CC(=O)C3=C(C2)Nc2ccccc2NC3c2ccccn2)cc1 (configuration not stated),7,0.2,-1.3,10
O=C1C2C3C=CC(CO)(O3)C2C(=O)N1c1ccc2c(c1)OCO2 (configuration not stated),-3,0.1,-2.1,0
COC(=O)c1cccc(N2C(=O)c3ccc(C(=O)OC)cc3C2=O)c1,18,0.2,-0.9,6
CCOC(=O)c1c(N)sc2c1CCC/C2=N\O,53*,-0.3,-0.6,6
COc1ccc(-c2cc(C(=O)N3CCN(c4ccccc4OC)CC3)c3ccccc3n2)cc1,41*,-0.1,0.5,-12
CN1/C(=C/c2cccc[n+]2C)C=Cc2ccccc21,71*,0.0,2.7,12
CC(Cc1ccccc1)NC1=C(C#N)CCCNC1=O (configuration not stated),4,0.0,-0.7,-1
COC(=O)c1cc2nc(-c3ccc(Cl)cc3)cc(C(F)(F)F)n2n1,5,-0.1,1.7,-8
Cc1nn(-c2ccccc2)c2sc(C(=O)Nc3ccc(I)cc3)cc12,2,0.0,-0.2,0
COc1cc(Br)cc2cc(C(=O)N3CCCCC3C)c(=O)oc12 (configuration not stated),1,0.5,-1.6,9
O=C(Nc1ccc(F)cc1)C(=O)c1cn(CC(=O)N2CCCC2)c2ccccc12,-8,0.5,-2.3,-4
N#Cc1ccc(C(=O)Nc2ccccc2[N+](=O)[O-])c(F)c1,-1,0.0,0.5,3
